RGS4 inh: blocks human RGS4-accelerated GTP hydrolysis. Potency, µM (doses to about 114 µM), without a hit: top-dose activity change, negative = inhibition, hits mostly inhibitors. 0.039% of 390,000 active. Transcreener GDP fluorescence polarization, RGS4-accelerated GTP hydrolysis. P49798; note: potency is the fitted concentration of half-maximal effect; % is set by controls: 0 for no effect and ±100 for the full control effect; nearly all actives have a fitted effect of over 75% in size; some results filed as inactive show a strong effect at the top dose
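MLSMR compounds (23 nl, pin-transferred) preincubated 10 min at room temperature with a 500nM (2x) first reagent, then RGS4 at 900nM (2x) plus Transcreener GDP mix added; fluorescence polarization (620/688 nm) read before and after 90 min at 30 °C.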
12-LOX inh: ALOX12 (human) lipoxygenase inhibition; Potency, µM (top dose mostly 108 µM), for the others: top-dose activity change, negative = inhibition, actives largely listed as inhibitors; P18054; 1.1% of 580,000 active; purified 12hLO, xylenol orange hydroperoxide absorbance; note: potency is the fitted concentration of half-maximal effect; % is set by controls: 0 for no effect and ±100 for the full control effect
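Purified human 12hLO at 150 nM in 25 mM Hepes, 0.01% Triton X-100, pH 7.0, preincubated 15 min at room temperature with compound. Reaction started with 40 uM arachidonic acid, 30 min at room temperature. Hydroperoxide measured by Fe-xylenol orange, 573/405 nm absorbance ratio.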
D2 ag: agonists of human D2 dopamine receptor | HEK293 T-REx D2 cells, calcium flux agonist mode | P14416 | activation, % at 2 µM | 0.53% of 340,000 active | AID 485358;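 active = activation over 3 SD above normal in the single-dose calcium agonist read, cut at about 30% in these data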; note: 0% is about no effect
Target sequence (P14416 whole entry, looked up): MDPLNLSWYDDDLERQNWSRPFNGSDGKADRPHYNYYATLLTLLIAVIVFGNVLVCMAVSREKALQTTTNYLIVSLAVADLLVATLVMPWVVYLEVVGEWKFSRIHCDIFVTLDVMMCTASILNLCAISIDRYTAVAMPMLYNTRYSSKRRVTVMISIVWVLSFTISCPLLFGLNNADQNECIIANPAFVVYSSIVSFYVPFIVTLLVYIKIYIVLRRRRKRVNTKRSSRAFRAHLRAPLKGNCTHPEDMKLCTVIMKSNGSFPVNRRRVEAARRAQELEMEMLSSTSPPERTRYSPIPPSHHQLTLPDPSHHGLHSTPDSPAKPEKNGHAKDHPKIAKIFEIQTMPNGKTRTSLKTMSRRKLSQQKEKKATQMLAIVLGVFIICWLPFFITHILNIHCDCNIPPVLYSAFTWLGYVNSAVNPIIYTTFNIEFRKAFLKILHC
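Tetracycline-induced HEK293 Trex cells with D2 receptor force-coupled to calcium signaling, plated overnight at 30 C and loaded with no-wash calcium dye. Calcium flux read kinetically for 180 s after compound addition; responses flag agonists.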
LDHA block: LDHA (human) enzyme inhibition. P00338. purified LDHA, NADH/diaphorase-resazurin fluorescence; stronger effect = lower value. activity change, % (values are at about 110 or 230 µM). 0.15% of 480,000 active; in the data active = activity change below about -30%; inconclusive = mostly about -25% to -30%;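 note: plate controls were DMSO wells for no effect and wells without enzyme for full effect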
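Human LDH5 at 2 nM final in Tris HCl pH 7.4 with 0.06 mM NADH and 0.2 mM pyruvate, reacted 5 minutes at room temperature. Remaining NADH coupled via diaphorase/resazurin; resorufin fluorescence read at 0 and 20 minutes, normalized to enzyme-free and DMSO wells.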
Vif-APOBEC3G blk: inhibitors of Vif-APOBEC3G interaction; 0.076% of 410,000 active; HeLa A3G-eYFP + Vif (tagged APOBEC3G with the HIV-1 protein that degrades it), YFP fluorescence, overnight; Q9HC16; Potency, µM (doses to about 46.1 µM), without a hit: at the highest dose activity, negative = active, hits mostly inhibitors;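 note: potency is the fitted concentration of half-maximal effect; % is set by controls: 0 for no effect and ±100 for the full control effect; nearly all actives have a fitted effect of over 60% in size; hits raise eYFP signal because A3G escapes Vif-driven loss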
Target sequence (Q9HC16 whole entry, looked up): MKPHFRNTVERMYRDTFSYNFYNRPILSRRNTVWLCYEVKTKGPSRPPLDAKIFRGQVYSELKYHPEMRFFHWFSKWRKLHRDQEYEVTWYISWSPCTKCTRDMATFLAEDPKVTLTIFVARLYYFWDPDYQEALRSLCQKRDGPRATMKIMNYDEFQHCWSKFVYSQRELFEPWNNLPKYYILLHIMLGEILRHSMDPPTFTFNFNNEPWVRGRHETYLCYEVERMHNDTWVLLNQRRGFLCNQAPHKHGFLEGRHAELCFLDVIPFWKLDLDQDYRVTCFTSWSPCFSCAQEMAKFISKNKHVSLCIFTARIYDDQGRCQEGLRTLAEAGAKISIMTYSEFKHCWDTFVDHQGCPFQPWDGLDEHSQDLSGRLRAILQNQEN
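HeLa cells stably expressing Vif and C-terminally eYFP-tagged A3G, seeded overnight at 37 deg C, then exposed to compound by pintool overnight at 37 deg C. Rise in yellow fluorescence (Ex 488/Em 500-530, Acumen) marks blocked Vif-driven A3G degradation.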
GRP78 ERSR act: inducers of ER stress response in human glioma cells; U87-MG GRP78 promoter luciferase reporter, 16 h; Potency, µM, for the others: top-dose activation, most hits filed as activators; 0.02% of 420,000 active; note: potency is the fitted concentration of half-maximal effect; series mostly up to about 76 µM; % of control where 0% means no effect; nearly all actives have a fitted effect of over 35% in size
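Stably transfected U87-MG human glioma cells carrying a GRP78-based luminescent sensor were seeded at 1000 cells/well, pin-dosed with compounds and incubated 16 h. Luciferase reagent was then added, and end-point luminescence was read after 10 min at room temperature.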
D2 antagonist: D2 dopamine receptor (human) antagonism | P14416 | HEK293 TREx D2 cells, calcium flux, dopamine EC80 | inhibition, % at 10 µM | 2% of 340,000 active | AID 485344; in the data active = inhibition above about 30%; note: 0% is about no effect
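Calcium mobilization kinetics were recorded at 1 s intervals in tetracycline-induced HEK293 T-REx D2 cells, first for 180 s after compound addition and then 180 s after EC80 dopamine.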
Vif-A3F inh: Vif-A3F binding inhibition | 0.2% of 390,000 active | Potency, µM (top dose mostly 46.1 µM), inactives show at the top dose activity, negative = active | HeLa A3F-eYFP + Vif (tagged APOBEC3F with the HIV-1 protein that degrades it), YFP fluorescence increase; note: potency is the fitted concentration of half-maximal effect; % of control where 0% means no effect; nearly all actives have a fitted effect of over 65% in size
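HeLa cells stably expressing Vif plus C-terminally eYFP-tagged A3F were seeded, incubated overnight at 37 deg C, dosed with compound, incubated overnight again at 37 deg C. Yellow fluorescence (Ex 488/Em 500-530) reported blocked Vif-mediated A3F-eYFP degradation.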
ERG-DNA inh: ERG Ets/DNA interaction inhibition; AID 624246; Potency, µM (doses to about 76.9 µM), without a hit: at the top dose FP activity, negative = inhibition, actives largely listed as inhibitors; fluorescence polarization, His-ERG Ets domain / labelled DNA; P11308; 0.028% of 370,000 active; active = well fitted inhibition curve with a large enough effect in the polarisation, with a control signal flat; inconclusive = small, poorly fitted or top-dose-only effect, or effect the other way, or a change in a side signal; inactive = no such curve, though single readings can be large or run the other way; the % refers to the polarisation;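 note: polarization taken with two DNA probes labelled with fluorescein and Texas red; potency is the fitted concentration of half-maximal effect; % of control where 0% means no effect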
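His-tagged ERG Ets domain (1 uM in the protein solution; 300mM KCl, 50mM Tris-HCl, 1mM EDTA, 1mM DTT, pH 7.5) received compound, then a probe mix of 5 nM fluorescein-DNA and 100nM Texas-615-DNA. Fluorescence polarization was read for both dyes.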
* = called active by the depositor; u = inconclusive; x = no result given; & = joins results of further samples; [ ] = dose if it differs, or a comment. Unless noted, calls come from the whole dose curve; as a rule, active = well fitted curve in the direction sought with a large enough effect; inconclusive = small, poorly fitted or top-dose-only effect, or another doubt; inactive = no such curve, though single readings can be large; an effect the other way counts as inactive or inconclusive. Not all compounds are listed; rates above refer to the full screens.

Fields – RGS4 inh	12-LOX inh	D2 ag	LDHA block	Vif-APOBEC3G blk	GRP78 ERSR act	D2 antagonist	Vif-A3F inh	ERG-DNA inh
OC(c1cccnc1)c1nc(/C=C/c2ccc(C(F)(F)F)cc2)cs1 (centres undefined)
    x	-4%	x	-1	0%	2%	x	x	x
Cc1cc(S(=O)(=O)NCC(C)C)ccc1OCC(=O)NC1CC1
    1%	11%	0.4	-13	-3%	-4%	10	5%	3%
O=C(O)CC12CC3CC(C1)CC(n1ncc(NCc4ccccc4)c(Cl)c1=O)(C3)C2
    16%	1%	0.6	-7	0%	0%	-11	-3%	0%
CCC(=O)Nc1nc2nc(C)cc(=O)n2[nH]1
    4%	u	x	-7	1%	2%	x	1%	-11%
CCOc1cc(S(=O)(=O)NCc2ccccn2)ccc1Cl
    -2%	2%	-1.2	-7	0%	-2%	-12	-3%	-1%
COc1cc(NC(=O)CSc2nc3c(c(=O)n(C)c(=O)n3C)n2C)cc(OC)c1
    -11%	1%	0.2	-7	-1%	-1%	-6	3%	-7%
c1ccc(-c2ccc(-c3nc(-c4cccnc4)no3)cc2)cc1
    0%	13%	-1.3	-10	-1%	2%	2	5%	x
CC(=O)Nc1ccc(OCc2nnc(-c3ccc(Cl)cc3)o2)cc1
    -35%	-19%	0.2	-1	-12%	3%	1	4%	-1%
COc1ccc(CC2(CO)CCN(S(=O)(=O)c3cccc4cccnc34)CC2)cc1
    -4%	u	-1.3	-4	7%	-3%	-6	-7%	11%
Cn1c2ccccc2n2c(=O)c(=O)n(CC(=O)c3ccc(Cl)cc3)nc12
    0%	-46%	3.8	-2	-1%	-4%	-2	5%	8%
Cc1nc(C)c(C(=O)OCC(=O)Nc2cccc(C)c2C)s1
    -29%	0%	0.1	-2	2%	-3%	-3	-17%	-3%
N#Cc1cc([N+](=O)[O-])ccc1Oc1ccc(-c2nnco2)cc1
    2%	u	0.6	-3	0%	-1%	0	2%	-6%
CCC(C)N1C(=O)CCC1C(=O)N1CCN(c2ccc(F)cc2)CC1 (centres undefined)
    -25%	-8%	-1.7	-3	-6%	-1%	3	-1%	8%
CS(=O)(=O)Nc1ccccc1-c1cccc2nccn12
    x	-7%	x	-9	2%	-3%	x	x	x
Cc1ccc(S(=O)(=O)N(C)C[C@@H]2Oc3ccc(NC(=O)CCC(F)(F)F)cc3CC(=O)N([C@@H](C)CO)C[C@@H]2C)cc1
    -14%	-1%	x	0	u	-5%	x	-8%	-4%
COC(=O)c1sc2cccc(F)c2c1S(=O)(=O)N1CCN(c2ccc(C)cc2C)CC1
    -13%	u	-0.3	-4	-5%	-3%	x	1%	0%
C=CC[C@H](CC(=O)NCCO)C(=O)N[C@@H](C)COC(=O)[C@@H](CC=C)CC(=O)OC(C)(C)C
    1%	1%	x	-2	0%	-7%	x	7%	6%
O=C(N/N=C/c1ccc(Cl)cc1)c1nc2ccc([N+](=O)[O-])cc2c(=O)[nH]1
    u	-7%	1.3	-10	5%	2%	-2	1%	-5%
O=C(N/N=C/c1cccc(O)c1)C(=O)N1CCCCCC1
    -4%	-5%	0.0	4	0%	-2%	11	-2%	-5%
COc1ccc(NC(=O)c2ccc(-n3cncn3)c([N+](=O)[O-])c2)cc1
    1%	-38%	2.5	-10	6%	-6%	11	10%	1%
O=[N+]([O-])c1cccc(-c2noc(-c3ccco3)n2)c1
    15%	45%[activator]	-1.3	-8	-7%	5%	-6	3%	-3%
CCn1c(COc2ccccc2OC)nnc1SCC#N
    -1%	0%	-0.1	-8	-3%	-3%	-2	5%	-4%
COc1ccc(NC(=O)C(=O)NCCC2CCCCN2S(=O)(=O)c2ccccc2)cc1 (centres undefined)
    -8%	-22%	0.0	-8	-21%	-6%	-11	2%	2%
COc1cc(CN2CCN(C(=O)c3ccc(-c4ccccc4)cc3)CC2)cc(OC)c1OC
    10%	-21%	2.0	-14	1%	0%	11	-25%	13%
CCCS(=O)(=O)N1CCC(C(=O)NCc2ccc3c(c2)OCO3)CC1
    17%	0%	0.0	0	2%	-2%	-3	2%	-4%
COc1cc(/C(C#N)=C/c2cccc3ccccc23)c([N+](=O)[O-])cc1OC
    4%	-16%	0.4	1	-1%	-5%	8	1%	4%
O=C(Nc1ccc(Cl)cc1)OCc1ccccn1
    13%[56.9 µM]	-10%	-0.6	-3	2%	-3%	-30	-2%	1%
CCOc1ccccc1NC(=O)C(CC)Sc1nc2ccncc2[nH]1 (centres undefined)
    7%&-1%	u	1.6&1.1	-16&-12	2%&-3%	-5%&-2%	-9	6%&-4%	2%&1%
Cc1ccc(-c2onc(C)c2C)cc1S(=O)(=O)NCc1cccs1
    32%	-17%	-0.2	1	-13%	-3%	x	-2%	2%
Cc1sc2ncnc(NC(C)C(=O)O)c2c1C (centres undefined)
    -4%	-7%	0.4	-3	12%	-2%	13	13%	7%
COc1cc(OC)cc(C(=O)N[C@H](C(=O)Nc2nc(-c3cc(OC)ccc3OC)cs2)C(C)C)c1
    1%	-1%	-0.3	-5	-4%	2%	-1	0%	-4%
Cc1ccc(-c2cc(C(=O)NC(C)c3ccccc3)c3ccccc3n2)cc1C (centres undefined)
    15%	u	0.2	-4	3%	-1%	x	0%	-2%
CCN(CC)C(=O)Cn1cc(SCC(=O)Nc2ccc(C)cc2)c2ccccc21
    4%	-25%	0.1	2	3%	-1%	x	3%	1%
O=C(CN1C(=O)c2ccccc2C1=O)N1CCN(c2ccccn2)CC1
    16%	12%	2.9	-4	0%	3%	12	-4%	4%
CC(=O)SCCC(=O)Nc1ccccc1
    8%	-1%	0.2	-4	-3%	-2%	3	-9%	-1%
CC1(C)CC(=O)c2c(O)cc(OCC(=O)NCCc3ccc(S(N)(=O)=O)cc3)cc2O1
    -15%	-12%	0.3	6	2%	-4%	-12	2%	-1%
CC/C(=N\NS(=O)(=O)c1ccc(C)cc1)c1ccco1
    5%	u	-0.9	-8	0%	2%	1	15%	-9%
CC(Oc1cc2oc(=O)c3c(c2cc1Cl)CCC3)C(=O)NCc1ccncc1 (centres undefined)
    -4%	12%	2.3	-1	7%	-3%	-14	12%	-2%
Cc1cc(C)n(S(=O)(=O)c2ccc(C)c(C)c2)n1
    -16%	u	-0.3	0	2%	-1%	-6	0%	10%
CCOc1ccc2oc(C(=O)OCC(=O)NC(=O)NC3CCCC3)c(C)c2c1
    1%	6%	-0.2	-5	2%	5%	6	-3%	2%
O=C(O)c1cn(Cc2ccccc2)c2ccccc2c1=O
    -8%	u	0.3	5	0%	0%	-1	7%	7%
CCOC(=O)Cn1nc(-c2ccc(C)cc2)ccc1=O
    -3%	-10%	0.9	3	0%	0%	5	-4%	-5%
NC(=S)N/N=C\c1ccccc1OCc1ccccc1
    -50%	u	0.4	-6	-17%	-1%	7	8%	13%
COC(=O)c1ccccc1NC(=O)c1cc[n+]([O-])cc1
    35%	6%	0.0	1	2%	-5%	-17	1%	1%
O=C(NCc1ccccc1)C(c1ccc(Cl)cc1)N(C(=O)c1csnn1)C1CC1 (centres undefined)
    -16%	1%	-0.7	-15	0%	-2%	-6	1%	51%[activator]
Cc1ccccc1Nc1nc(N)nc(CSc2nnnn2C)n1
    26%	-18%	0.1	-6	0%	-2%	0	-14%	3%
CCOC(=O)C1=C(CNCc2ccccc2)NC(=O)NC1c1ccc(C)cc1 (centres undefined)
    5%	u	-0.3	0	-9%	0%	x	5%	2%
CCCSc1nc(-c2ccccc2)cc(C(F)(F)F)c1C#N
    0%	-24%	-0.2	-4	-3%	-3%	3	-3%	-4%
O=C(Nc1ccc(F)c(Cl)c1)c1cc(S(=O)(=O)N2CCc3ccccc3C2)ccc1F
    4%	-6%	-0.4	7	6%	-1%	x	-3%	0%
CCCNC1=C(C)C(=O)CC1
    -1%	0%	0.5	-3	2%	-5%	2	x	-6%
O=C(CCN=C1NS(=O)(=O)c2ccccc21)OCc1cccc(Cl)c1
    8%	-26%	0.2	-9	0%	0%	-7	u	2%
COc1ccc(/C=C/C(=O)NCCNC(=O)c2ccccc2)cc1OC
    -12%	7%	0.7	-3	0%	3%	12	11%	1%
O=C(NCc1nnc(SCC(=O)N2CCCCCC2)o1)c1ccco1
    -39%	0%[57.4 µM]	-1.8	3	-1%	-4%	11	-6%	-2%

Screening results from PubChem.
